MrgX1 antag = antagonists of human MrgX1 receptor. MRGX1-HEK293 calcium flux, Fluo-4, BAM8-22 antagonism; active compounds read low. B-score at 10 µM. hit rate 1.3% among 310,000. Q96LB2;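 active = calcium-response B-score plate-corrected more than 3 library SD below zero, starting fluorescence within 5 deviations, no agonist response on first addition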;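 note: peak minus trough fluorescence over baseline after final BAM8-22 challenge near maximal dose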
Target sequence (Q96LB2 whole entry, looked up): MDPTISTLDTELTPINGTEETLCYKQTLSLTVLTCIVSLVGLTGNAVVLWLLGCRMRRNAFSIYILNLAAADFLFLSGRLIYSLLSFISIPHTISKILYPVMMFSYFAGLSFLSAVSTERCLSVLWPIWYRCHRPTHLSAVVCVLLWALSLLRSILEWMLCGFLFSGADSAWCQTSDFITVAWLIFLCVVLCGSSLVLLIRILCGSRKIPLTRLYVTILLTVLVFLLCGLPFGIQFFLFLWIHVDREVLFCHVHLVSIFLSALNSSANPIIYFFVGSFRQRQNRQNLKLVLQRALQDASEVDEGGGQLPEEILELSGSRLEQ
MrgX1 agonist = agonists of human MrgX1 receptor | Q96LB2 | MrgX1-HEK293 cells, Fluo-4 calcium fluorescence, agonist mode; active compounds read high | B-score at 10 µM | hit rate 0.44% among 310,000 | AID 588627;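 active = calcium response B-score plate-corrected fluorescence ratio at least 3 library SD, with starting fluorescence B-score inside 5 SD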
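System: HEK293 cells stably expressing human MrgX1 receptor; Dosing: test compound in the initial addition of three; Schedule: overnight plating, then 30 min 37 °C plus 30 min room-temperature dye loading; Detection: kinetic calcium dye fluorescence, Fluo-4 NW; Controls: per-plate positive and negative controls for Z′ factor.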
TRPC6 inh = inhibitors of mouse TRPC6 channel; Q61143; HEK293-TRPC6, membrane potential dye, ACh-evoked depolarization; active compounds read low; B-score at 10 µM; hit rate 1.1% among 310,000; AID 2553;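 active = B-score under library mean minus 3 SD, initial fluorescence not abnormally high, positive integrated signal ratio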;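 note: B-score derived from integrated fluorescence ratio over the kinetic read; more negative B-score means stronger inhibition of depolarization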
TRPC4 PAM = allosterically enhances the mouse TRPC4 cation channel | Q9QUQ5 | HEK293 TRPC4beta/mu-opioid, DAMGO EC20, Fluo-4 Ca2+ flux; active compounds read high | B-score at 10 µM | hit rate 0.42% among 310,000 | AID 2227;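 active = B-score of calcium response area above 5 SD of library B-scores, with initial fluorescence ratio within 5 SD of library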;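 note: B-score of integrated fluorescence ratio over time as area under calcium response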
RGS4 block = human RGS4 inhibition. B-score at 10 µM. hit rate 0.45% among 310,000. AID 463165. HEK293 M3R/RGS4 inducible, Fluo-4 calcium flux; active compounds read high; triggered by carbachol at its EC20. P49798;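 active = B-score, a plate-corrected calcium signal, over three deviations above library mean, with baseline fluorescence within five deviations of library mean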;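 note: RGS4 expression induced by doxycycline in cells with stable M3 receptor; B-score is computed from the integrated fluorescence ratio over baseline after carbachol; higher B-score means a larger calcium signal and so more RGS4 inhibition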
Target sequence (P49798 whole entry, looked up): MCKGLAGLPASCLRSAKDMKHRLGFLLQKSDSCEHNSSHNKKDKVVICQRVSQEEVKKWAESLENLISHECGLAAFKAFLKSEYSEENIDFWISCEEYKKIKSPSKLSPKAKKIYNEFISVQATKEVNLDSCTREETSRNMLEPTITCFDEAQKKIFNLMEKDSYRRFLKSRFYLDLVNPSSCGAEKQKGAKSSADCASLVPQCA
TRPC6 activator = activates the mouse TRPC6 cation channel | Q61143 | HEK293-TRPC6 membrane potential dye fluorescence; active compounds read high | B-score at 10 µM | hit rate 0.13% among 310,000 | AID 2550;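 active = B-score of the integrated fluorescence ratio above library mean plus 3 SD, and starting fluorescence ratio within library mean plus 5 SD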;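 note: higher score means more depolarization so channel activation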
ANO1 activ = activates or potentiates the mouse TMEM16A chloride channel | HEK293 TMEM16A/YFP-H148Q/I152L, iodide quench fluorescence; active compounds read low | B-score at 10 µM | hit rate 0.3% among 340,000 | AID 623877;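 active = fluorescence-ratio B-score plate-corrected deviation score at least 3 library SD below zero, with starting fluorescence score within 5 deviations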;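 note: channel opened by trigger with iodide after compound preincubation; score built on the fluorescence ratio of max minus min over baseline; more negative score means more quench and so TMEM16A activation or potentiation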
MrgX1 allo act = allosterically activates human MrgX1 receptor signaling | AID 588675 | B-score at 10 µM | hit rate 0.63% among 310,000 | MrgX1-HEK293, Fluo-4 calcium flux, FDSS; active compounds read high | Q96LB2;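 active = plate-corrected calcium response at least 3 library SD above typical, normal starting fluorescence, not activating the receptor alone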;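 note: compound read alongside a low EC10 to EC30 dose of BAM8-22 agonist; peak minus trough fluorescence over baseline measured at the second addition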
TRPC4 inh = blocks the mouse TRPC4 cation channel; Q9QUQ5; HEK293 TRPC4beta/mu-opioid, DAMGO-evoked Fluo4 calcium flux; active compounds read low; B-score at 10 µM; hit rate 0.39% among 300,000; AID 2247;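 active = B-score over 3 SD under the library average, no early fluorescence shift, positive overall ratio signal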
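Material: HEK293 cells with stable TRPC4beta plus mu-opioid receptor expression; probe or stimulus: DAMGO in two steps, submaximal then maximal; technique: Fluo4 calcium fluorescence by kinetic imaging, 5 s 1 Hz baseline; measure: integrated fluorescence ratio relative to baseline, converted to per-well B score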
TRPC4 act = opens the mouse TRPC4 cation channel; B-score at 10 µM; hit rate 0.49% among 310,000; HEK293 TRPC4beta/mu-opioid, Fluo4 calcium fluorescence; active compounds read high;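 active = B-score above 5 SD of library B-scores, and initial fluorescence ratio not above library mean plus 5 SD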;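 note: positive B-score marks a calcium rise read as TRPC4 activation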
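Assay system: HEK293 stable line with TRPC4beta plus mu-opioid receptor; schedule: 45 min room-temperature Fluo4 loading, 110 s read; technique: kinetic Fluo4 calcium fluorescence; evaluation: integrated baseline-normalised fluorescence ratio, converted to per-well B score; controls: buffer (low) and maximal DAMGO (high)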
ANO1 block = blocks the mouse calcium-activated chloride channel TMEM16A | Q8BHY3 | HEK293 TMEM16A/YFP iodide influx fluorescence, ionomycin | normalized B-score (activity score, 25-100; higher = stronger inhibition) at 10 µM | hit rate 1.2% among 310,000 | AID 588511;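 active = ratio plate-corrected score three or more library SD toward inhibition, starting fluorescence score within five deviations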;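 note: score derived from kinetic fluorescence span divided by baseline fluorescence per well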
Starred values were filed as active, the others as inactive; i = inactive; nt = not tested or not shown.

SMILES | MrgX1 antag | MrgX1 agonist | TRPC6 inh | TRPC4 PAM | RGS4 block | TRPC6 activator | ANO1 activ | MrgX1 allo act | TRPC4 inh | TRPC4 act | ANO1 block
CCN1/C(=C2\C(=O)N(C)C(=S)N2C)C=Cc2ccccc21 | i | i | i | i | i | i | i | i | i | i | i
CC(=O)Nc1ccc(NC(=O)CSc2nc3c(=O)n(C)c(=O)n(C)c3n2C)cc1 | nt | nt | i | i | i | i | i | nt | i | i | nt
C=CCc1c(C)[nH]c(=O)[nH]c1=O | i | i | i | i | i | i | i | i | i | i | i
CCN(Cc1ccccc1)C(=O)c1cc(S(=O)(=O)N2CCOCC2)cn1C | i | i | i | i | i | i | i | i | i | i | i
O=C(Cn1nnc2ccccc21)NCc1ccccc1 | i | i | i | i | i | i | i | 7.2* | i | i | i
Cc1ccc2nsnc2c1NC(=O)c1ccc(-c2cc(Cl)ccc2Cl)o1 | i | i | i | i | i | i | i | i | i | i | i
O=C(CN1C(=O)NC2(CCCC2)C1=O)Nc1ccc(C(F)(F)F)cc1 | i | i | i | i | i | i | i | i | i | i | i
COc1cccc(C(=O)C2CCCN(C(=O)c3cccc(C#CC(C)(C)O)c3)C2)c1 (stereo not given) | i | i | i | i | i | i | i | i | i | i | i
CC(=O)Nc1sc2c(c1C#N)CC(C)(C)NC2(C)C | i | i | i | i | i | i | i | i | i | i | i
COc1ccc(-c2ccc(C(=O)O)o2)c([N+](=O)[O-])c1 | i | i | i | i | i | i | i | i | i | i | i
COC(=O)C/C(O)=C(/N=Nc1cccc(C(F)(F)F)c1)C(=O)OC | i | i | i | i | i | i | i | i | i | i | i
CCN(CC(=O)NCc1cccs1)C(=O)c1cccc(S(=O)(=O)N2CCc3ccccc32)c1 | i | i | i | i | i | i | i | i | i | i | i
CCC(c1nnc(SCC(=O)Nc2ccc(C(C)=O)cc2)n1C1CCCCC1)N(C)C (stereo not given) | i | i | i | i | i | i | i | i | i | i | i
COc1ccc2c(-c3cc4ccc(OCc5ccc(F)cc5)cc4oc3=O)cc(=O)oc2c1 | i | i | i | i | i | i | i | i | i | i | i
Cc1ccc(-n2ncc3c2CCCC3NC(=O)c2cnccn2)cc1C (stereo not given) | i | i | i | i | i | i | i | i | i | i | i
CC(/C=N/n1c(-c2ccccn2)n[nH]c1=S)=C\c1ccccc1 | i | i | i | i | i | i | i | i | i | i | i
O=C(CCN1C(=O)/C(=C/c2ccc(Cl)cc2)SC1=S)Nc1cccc(C(=O)O)c1 | i | i | i | i | i | i | i | i | i | i | i
Cc1cc(NC(=O)CN2C(=O)S/C(=C\c3ccccc3)C2=O)no1 | i | i | i | i | i | i | i | i | i | i | i
COc1ccc(C(=O)NC(=S)Nc2cc3oc4ccccc4c3cc2OC)cc1 | i | i | i | i | i | i | i | i | i | i | i
C/C=C/c1ccc(O)c(OC)c1 | i | i | nt | nt | nt | nt | i | i | nt | nt | i
Cc1noc(C)c1COC(=O)C1(c2cccc(F)c2)CCCC1 | i | i | i | i | i | i | i | i | i | i | i
COc1ccc(NC(=O)C2Cc3cc(S(=O)(=O)N4CCCCC4)ccc3N2C(C)=O)cc1Cl (stereo not given) | i | i | i | i | i | i | i | i | i | i | i
Nc1ccc(C(=O)N/N=C/c2ccccc2)cc1 | i | i | i | i | i | i | i | i | i | i | i
Cc1c(N(C(=O)c2cnccn2)C2(C(=O)NC3CCCC3)CCCCC2)c(=O)n(-c2ccccc2)n1C | i | i | i | i | i | i | i | i | i | i | i
CCOc1ccc(-c2n[nH]c(=S)n2/N=C/c2cc3c(cc2[N+](=O)[O-])OCO3)cc1 | i | i | i | i | i | i | i | i | i | i | i
Cc1cc(C)cc(N(CC(=O)Nc2ccc(C(F)(F)F)cc2)S(=O)(=O)c2c(C)[nH]c(=O)[nH]c2=O)c1 | i | i | i | i | 6.5* | i | i | i | i | i | i
Cc1ccc(-n2ccc(-c3nn(-c4ccccc4)ccc3=O)n2)cc1 | i | i | i | i | i | i | i | i | i | i | i
O=C(Nc1ccccc1)Nc1ccno1 | i | i | i | i | i | i | i | i | i | i | i
Cn1nc(-c2ccc(Cl)cc2)c2cc(C(=O)N3CCOCC3)sc21 | i | i | i | i | i | i | i | i | i | i | i
COc1ccc(OCC(=O)Nc2ccc3c(c2)C(=O)NC3=O)cc1 | i | i | i | i | i | i | i | i | i | i | i
O=C(Cn1c(=O)oc2ccccc21)N1CCN(c2ccc(N3CCOCC3)nn2)CC1 | i | i | i | i | i | i | i | i | i | i | i
COc1ccc(-c2cc(C(F)(F)F)n3ncc(C(=O)NCc4ccco4)c3n2)cc1 | i | i | i | i | i | i | i | i | i | i | i
COc1ccc(CC(=O)OC(C)CN2CCCC2)cc1 (stereo not given) | i | i | i | i | i | i | i | i | i | i | i
Cn1nc(C(F)(F)F)c2cc(NC(=O)OCc3ccc(F)cc3)sc21 | i | i | i | i | i | i | i | i | i | i | i
COc1ccccc1-c1cc(C(=O)Nc2cccnc2Cl)no1 | i | i | i | i | i | i | i | i | i | i | i
CCSc1nc2sc3c(c2c(=O)[nH]1)CCCC3 | i | i | i | i | i | i | i | i | i | i | i
CN(C)CCCNc1ccc(-c2cc(Nc3cccc(Cl)c3)ncn2)cn1 | i | i | i | i | i | i | i | 7.8* | i | i | i
COc1cc(Cl)ccc1OCc1cc(C(=O)N2CCN(C)CC2)no1 | i | i | i | i | i | i | i | i | i | i | i
COc1ccc(N2CCN(Cc3cc(=O)c(OCC(=O)NC4CCCC4)co3)CC2)cc1 | i | i | i | i | i | i | i | i | i | i | i
CC(C)(C)c1ccc(OCCCC(=O)NNC(=O)c2ccccc2O)cc1 | i | i | i | i | i | i | i | i | i | i | i
CN1CCN(C(=O)CN2C(=O)CC(C)(C)S(=O)(=O)c3ccccc32)CC1 | i | i | i | i | i | i | i | i | i | i | i
CCc1ccc(-n2c(O)cnc2Nc2nc(C)cc(C)n2)cc1 | i | i | i | i | i | i | i | i | i | i | i
COc1cccc(NC(=O)COc2ncnc3sc(C)c(C)c23)c1 | i | i | i | i | i | i | i | i | i | i | i
CCn1c(SCC(=O)Nc2nccs2)nnc1-c1ccco1 | i | i | i | i | i | i | i | i | i | i | i
COc1cc(C(=O)O[C@H]2CC(C)=CC[C@@]3(C)CC[C@@](O)(C(C)C)[C@H]23)ccc1O | i | i | i | i | i | i | i | i | i | i | i
COc1cc(/C=N/Nc2nc(C)cc(=O)[nH]2)ccc1OC(=O)c1cccnc1 | i | i | i | i | i | i | i | i | i | i | i
Cc1nnc(Nc2ccc(O)cc2)[nH]c1=O | i | i | i | i | i | i | i | i | i | i | i
O=P(O)(O)c1cc(-c2ccccc2)oc1-c1ccccc1 | i | i | i | i | i | i | i | i | i | i | i
Cc1cc(NC(=O)c2cccs2)ncc1NC(=O)C(C)(C)C | i | i | i | i | i | i | i | i | i | i | i
COc1ccc(-c2csc3ncnc(Oc4ccc5c(C)cc(=O)oc5c4)c23)cc1 | i | i | i | i | i | i | i | i | i | i | i
COCCCn1c(C)c(C(C)=O)cc(NC(=O)c2ccccc2)c1=O | i | i | i | i | i | i | i | i | i | i | i
COc1cc2c(cc1OC)CN(C(=O)c1cccc([N+](=O)[O-])c1)CC2 | i | i | i | i | i | i | i | i | i | i | i
O=C1C(CSCc2ccccc2)NC(=S)N1c1ccccc1 (stereo not given) | i | i | i | i | i | i | i | i | i | i | i
CCc1ccc(Oc2coc3cc(OC(=O)c4cc5ccccc5oc4=O)ccc3c2=O)cc1 | i | i | i | i | i | i | i | i | i | i | i
Nc1c(N2CCCCC2)c(=O)[nH]c(=O)n1-c1ccccc1 | i | i | i | i | i | i | i | i | i | i | i
Cn1c(=O)cc(SCC(=O)NCc2cccnc2)c2ccccc21 | i | i | i | i | i | i | i | i | i | i | i
Cc1cc(C)c(S(=O)(=O)NCC(=O)O)cc1C | i | i | i | i | i | i | i | i | i | i | i
O=C(c1ccco1)N1CCN(Cc2cc(=O)c(OCc3cccc(F)c3)co2)CC1 | i | i | i | i | i | i | i | i | i | i | i
Cc1ccccc1C(=O)Nc1c(-c2cccs2)c(=O)c2ccccc2n1C | i | i | i | i | i | i | i | i | i | i | i
C#C[C@]1(OC(C)=O)CCC2C3CCC4=CC(=O)CC[C@@H]4C3CC[C@@]21C (stereo not given in full) | i | i | i | i | i | i | i | i | i | i | i
The list continues.
SMILES | MrgX1 antag | MrgX1 agonist | TRPC6 inh | TRPC4 PAM | RGS4 block | TRPC6 activator | ANO1 activ | MrgX1 allo act | TRPC4 inh | TRPC4 act | ANO1 block
Cc1ccc(NS(=O)(=O)c2ccc3c(c2)oc(=O)n3C)cc1F | i | i | i | i | i | i | i | i | i | i | i
C/C(=N\NC(=O)c1c[nH]c2ccccc12)c1ccc2c(c1)OCO2 | i | i | i | i | i | i | i | i | i | i | i
COC(=O)c1c(NC(=O)COC(=O)Cn2cnc3ccccc32)sc2c1CCCC2 | i | i | i | i | i | i | i | i | i | i | i
Cc1onc(-c2c(F)cccc2Cl)c1C(=O)NCc1ccccc1 | i | i | i | i | i | i | i | i | i | i | i
COc1cc2c(cc1OC)C(C(=O)NC1CC1)C1c3ccccc3CCN1C2=O (stereo not given) | i | i | i | i | i | i | i | i | i | i | i
Cc1ccc2nc(-c3ccc(NS(=O)(=O)c4c(C)n(C)c(=O)n(C)c4=O)cc3)sc2c1 | i | i | i | i | i | i | i | i | i | i | i
CCOC(=O)c1cc(-c2ccccc2)sc1NC(=O)CC(C)C | i | i | i | i | i | i | i | i | i | i | i
COc1ccc2c3n([n+]([O-])c2c1)CCN=C3c1ccc(Cl)cc1 | i | i | nt | nt | nt | nt | i | i | nt | nt | i
CCCNC(=O)c1ccccc1C(=O)NC1(C(=O)NCCC)CCCC1 | i | i | i | i | i | i | i | i | i | i | i
CC(=O)NC1=NC(=O)/C(=C/c2cc(C)n(-c3cccc(C(=O)O)c3)c2C)S1 | nt | nt | i | i | i | i | -6.4* | nt | i | i | nt

Assay outcomes as filed in PubChem BioAssay.

Outcome played no part in choosing rows; any-hit rate near 5.8%.
